Source: PubChem (several laboratories)
M17LAP inhibition = P. falciparum M17LAP inhibitors, primary screen, biochemical, fluorogenic H-Leu-NHMec substrate, 1536-well (AID 1619); recombinant M17LAP, H-Leu-NHMec fluorogenic kinetic assay; higher % means a stronger effect; inhibition, % at 30 µM; hits with a dose series show IC50 in µM; 0.38% of 220,000 active;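 active = compound inhibiting the enzyme by more than half at any dose during confirmatory dose-response retesting; inconclusive = strong single-dose inhibitors picked by rank but not retested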;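 note: plate controls were full reaction with DMSO carrier for no effect and no enzyme background for full effect; strong numbers were not always called active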
UTI89 phage lysis = inhibition of K1F phage lysis, E. coli UTI89, bacterial capsule biogenesis inhibitors, alamar blue (AID 488966). E. coli UTI89 K1F phage lysis, alamar blue, 2 h; higher % means a stronger effect. inhibition, % at 100 µM, or IC50 in µM where a hit was titrated. 0.02% of 340,000 active;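 active = phage lysis inhibition, versus mean bacterial control, above a set limit; inconclusive = no clear call, values can overlap the other calls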;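 note: capsule biogenesis inhibitors block K1F phage lysis so surviving cells raise fluorescence; higher fluorescence means more inhibition of phage lysis; actives were called in the ten point dose series up to 300 µM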
M1AAP inhibition = P. falciparum M1AAP inhibitors, biochemical, fluorogenic H-Leu-NHMec substrate, 1536-well (AID 1445); recombinant M1AAP, H-Leu-NHMec fluorogenic kinetic assay; higher % means a stronger effect; inhibition, % at 30 µM; hits with a dose series show IC50 in µM; 0.42% of 220,000 active;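 active = primary inhibition above the hit cutoff, then over 50% inhibition at one or more dose response concentrations, cut at about 23% in these data, passing the limit was not always enough; inconclusive = conflicting primary data, or primary hits not chosen for dose response; inactive = low primary inhibition, or under 50% at every dose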;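 note: plate controls were DMSO full reaction for no effect and no enzyme background for full effect; strong numbers were not always called active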
T cell modulator = modulates CD8 T cell binding to vesicles | calls only at 7 µM | AID 2052 | 0.068% of 330,000 active | 2C CD8+ T cell-vesicle binding, flow cytometry; active compounds read low;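 active = response, share of CD8 T cells binding vesicles, and their 90th percentile fluorescence all below set limits, cut at about 80% in these data, passing the limit was not always enough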
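Read-out – percent CD8+ FL2 mean versus row control · System – murine 2C transgenic CD8+ T lymphocytes · Times – 1.5 h cell–vesicle binding at 37 °C, then 20 min icy labelling · Control set – naked vesicles low, QL9 vesicles with vehicle high · Detection – cytometric PE anti-B7-1 and Alexa647 anti-CD8 signals after 1% paraformaldehyde fixation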
TNAP activators = human TNAP enzyme activators, primary screen, biochemical, luminescent, no phosphate acceptor, uHTS (AID 1001) | 0.03% of 200,000 active | activation fold at 20 µM, or EC50 in µM where a hit was titrated | purified TNAP, luminescent activation assay, no phosphate acceptor; higher activation fold means a stronger effect; in the data active = activation fold from about 3, or a potency from the dose series; inactive = the rest, 99 in 100 with activation fold below about 1.6; note: many of its hits are not listed in these tables
West Nile virus CPE = inhibition of WNV-induced cytopathic effect – cell-based, CPE readout (AID 1621); West Nile virus-infected cells, CPE inhibition; higher % means a stronger effect; 0.02% of 290,000 active; one-dose CPE inhibition, % at 10 µM; IC50 in µM for titrated hits; in the data active = a potency from the dose series; inconclusive = CPE inhibition mostly from about 3.7% at the one dose, without a potency; inactive = the rest, 99 in 100 with CPE inhibition below about 2.2%; note: strong numbers were not always called active
PMI inhibition = human PMI inhibitors, high substrate, primary screen, biochemical, fluorescence intensity, high mannose 6-phosphate (AID 1220) | recombinant PMI enzyme, coupled fluorescence intensity; higher % means a stronger effect | inhibition, % at 20 µM, or IC50 in µM where a hit was titrated | 0.66% of 190,000 active
RSV antiviral HEp-2 = inhibition of RSV-induced cytopathic effect – HEp-2 cells, primary 10 µM value included (AID 2391); HEp-2 cells, RSV-induced CPE inhibition; higher % means a stronger effect; CPE inhibition, % at 10 µM, or IC50 in µM where a hit was titrated; 0.13% of 310,000 active; in the data active = a potency from the dose series; inconclusive = CPE inhibition mostly from about 23% at the one dose, without a potency; inactive = the rest, 99 in 100 with CPE inhibition below about 21%; note: strong numbers were not always called active
PMI inhibitors = inhibitors of human PMI, primary screen, biochemical, fluorescence intensity, coupled assay (AID 1209) | purified PMI enzyme, coupled fluorescence intensity; higher % means a stronger effect | one-dose inhibition, % at 20 µM; IC50 in µM for titrated hits | 0.42% of 190,000 active;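 note: plate controls were DMSO vehicle for no effect and wells lacking substrate for full effect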
T cell modulator vesicle-bound % = second read-out of T cell modulator, no call of its own (marks repeat the call); double positive events, %; measured here: CD8+ vesicle-bound cell fraction;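 binding gate set so that unloaded-vesicle control wells show 10% double positive cells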
* marks the source's active call; other numbers are inactive results; i = inactive; ? = inconclusive; / = no result given; [ ] = remark or other dose. Cut-off read from the data, not from the text of the source, unless noted: active = inhibition above about 50%; inactive = the rest.

SMILES | M17LAP inhibition | UTI89 phage lysis | M1AAP inhibition | T cell modulator | T cell modulator vesicle-bound % | TNAP activators | West Nile virus CPE | PMI inhibition | RSV antiviral HEp-2 | PMI inhibitors
COC(=O)Cn1cnc(=O)c(C#N)c1/C=C/N(C)C | -5% | 0.9% | 2% | / | / | 1.1 | 0.3% | 38% | / | 15%
Cc1ccc(-n2ncc3c2CC(C)(C)CC3NC(=O)c2cc[n+]([O-])cc2)cc1 (stereo not drawn) | / | 0.1% | / | i | 60 | / | -1.0% | / | -0.6% | /
N#CC(C#N)=Cc1cc2ccccc2nc1N1CCCCC1 | -1% | -0.2%[50 µM] | 11% | i | 10 | 1.1 | -0.5% | 10% | 0.6% | -2%
O=C(CN1CCC(NC(=O)Cc2ccccc2)CC1)Nc1cccc2ccccc12 | 2% | 3.3% | -2% | i | 63 | 1.1 | -0.7% | 6% | -1.1% | 10%
O=C(NCCCN1CCOCC1)C(=O)NCC1OCCN1S(=O)(=O)c1ccc(Br)cc1 (stereo not drawn) | / | 0.7% | / | i | 10 | / | -0.8% | / | 2.5% | /
COc1ccc(-c2csc3ncn(Cc4ccccc4)c(=O)c23)cc1 | / | 0.0% | / | i | 16 | / | -0.5% | / | 7.2% | /
O=C(Oc1cccnc1)c1ccc([N+](=O)[O-])cc1 | -9% | -0.2% | 1% | i | 57 | 1.1 | 0.5% | 11% | 1.0% | 17%
COc1ccc2c(c1)nc(SCC(=O)c1cccs1)n2C | 13% | 0.1% | -3% | i | 28 | 1 | -0.5% | -28% | 8.1% | -17%
CCCOc1ccc2nc(C)c(CCC)c(SC(=N)N)c2c1 | -4% | 0.4% | 0% | i | 23 | / | -0.9% | / | 2.2% | /
CCOC(=O)CN(C(=O)c1ccccc1[N+](=O)[O-])C(C)(C)C | 7% | -1.3% | -2% | i | 55 | / | -0.1% | / | 1.3% | /
CN1CCN(CCCNC(=O)c2ccc(/C=C3\Oc4ccccc4N(Cc4ccccc4F)C3=O)cc2)CC1 | / | -0.4% | / | i | 41 | / | 3.1% | / | -1.6% | /
Cc1nc2ccccc2nc1CN1CCC(CO)(CC2CCCCO2)CC1 (stereo not drawn) | -3% | 0.1% | 10% | i | 51 | 1.1 | 0.3% | 2% | 0.1% | 9%
CC1(C)C(CO)=CC(=O)C2=C1SCC(=O)N2 | 11% | 0.3% | 0% | i | 19 | 1.1 | -0.3% | -2% | 0.1% | -6%
Cc1ccc(OCC(=O)Nc2ccc(N3CCOCC3)cc2)c([N+](=O)[O-])n1 | 12% | -0.1% | -2% | i | 10 | 1 | -0.6% | 1% | 3.2% | -2%
CC(C)N(Cc1nc(-c2ccccc2)no1)C(=O)CCCN1C(=O)c2ccccc2C1=O | -6% | 2.3% | 9% | i | 37 | 1 | 0.9% | 2% | 1.8% | 3%
COc1ccc([C@@H]2C[C@@H](c3ccccc3)Oc3cc(C)cc(C)c32)cc1 | 3% | 0.8% | -1% | / | / | / | 1.1% | / | / | /
Cc1csc2ncc(C(=O)NCc3ccccc3Cl)c(=O)n12 | -18% | 0.3% | 15% | i | 42 | 1.1 | 0.6% | -1% | 5.0% | -16%
Cc1cccc2c1-c1sc(C(=O)N3CCc4ccccc4C3)cc1CO2 | -7% | -0.3% | 13% | i | 50 | 1.1 | / | -5% | 27% | -6%
O=C(CCC(=O)OCC(F)(F)C(F)F)Nc1ccc(F)cc1F | -4% | 5.1% | -8% | i | 36 | 1 | 0.5% | -1% | 1.3% | 5%
COc1ccc(-c2noc(C3CCCN(C(=O)c4ccccc4OC)C3)n2)cc1 (stereo not drawn) | / | 0.2% | / | i | 58 | / | -2.3% | / | 1.6% | /

Of the compounds above, two have fluorine:
SMILES | M17LAP inhibition | UTI89 phage lysis | M1AAP inhibition | T cell modulator | T cell modulator vesicle-bound % | TNAP activators | West Nile virus CPE | PMI inhibition | RSV antiviral HEp-2 | PMI inhibitors
CN1CCN(CCCNC(=O)c2ccc(/C=C3\Oc4ccccc4N(Cc4ccccc4F)C3=O)cc2)CC1 | / | -0.4% | / | i | 41 | / | 3.1% | / | -1.6% | /
O=C(CCC(=O)OCC(F)(F)C(F)F)Nc1ccc(F)cc1F | -4% | 5.1% | -8% | i | 36 | 1 | 0.5% | -1% | 1.3% | 5%

The listing picks up with the 2 entries that preceded the break.
SMILES | M17LAP inhibition | UTI89 phage lysis | M1AAP inhibition | T cell modulator | T cell modulator vesicle-bound % | TNAP activators | West Nile virus CPE | PMI inhibition | RSV antiviral HEp-2 | PMI inhibitors
O=C(CCC(=O)OCC(F)(F)C(F)F)Nc1ccc(F)cc1F | -4% | 5.1% | -8% | i | 36 | 1 | 0.5% | -1% | 1.3% | 5%
COc1ccc(-c2noc(C3CCCN(C(=O)c4ccccc4OC)C3)n2)cc1 (stereo not drawn) | / | 0.2% | / | i | 58 | / | -2.3% | / | 1.6% | /
CC(=O)C1=C(C)Nc2ncnn2C1c1ccc(Cl)cc1 (stereo not drawn) | 17% | 0.4% | 3% | i | 25 | 1.1 | -0.7% | 0% | 2.4% | 2%
CCOC(=O)CNC(=O)Cn1c(C)cc2ccccc2c1=O | -3% | -1.8% | 6% | i | 18 | 1.1 | 0.3% | 8% | 1.6% | 10%
Nc1ccc2c(c1)Oc1ccccc1C=C2 | 3% | 0.3% | 21% | i | 58 | 1 | 0.4% | 11% | 1.6% | 3%
CCOc1cccc2cc(C(=O)N3CCc4ccccc43)c(=O)oc12 | -8% | 5.1% | -3% | i | 11 | 1.1 | 0.9% | 0% | 3.4% | 4%
Cc1cc(C)c2c(N)c(C(=O)NN3CC(=O)N(c4ccccc4)CC3=O)sc2n1 | -15% | -0.2% | 6% | i | 22 | / | -0.1% | / | / | /
CCOc1ccc(C(C(=O)NC2CCCCC2)N(CCOC)C(=O)c2snc(C(N)=O)c2N)cc1 (stereo not drawn) | / | -1.9% | / | i | 50 | / | -0.9% | / | 2.5% | /
O=C(Nc1cccc(-c2cccc(Cl)c2)c1)C1CCN(CC2CCOC2)CC1 (stereo not drawn) | / | 1.8%[50 µM] | / | i | 66 | / | 21% | / | 2.9% | /
COCCCN1C(=O)C(=O)/C(=C(/O)c2ccc(OCC(C)C)cc2)C1c1cccnc1 (stereo not drawn) | 13% | 0.1% | 11% | i | 59 | 1.1 | 0.1% | -14% | 1.6% | -11%
Cc1nc(N2CCN(C(=O)c3ccco3)CC2)c2c3c(sc2n1)CCC3 | 9% | 1.8% | 1% | i | 45 | 1.1 | -0.3% | -1% | ? | 0%
CCc1c(C)nc(SCC(=O)N2CCN(c3ccccc3)CC2)[nH]c1=O | 18% | 0.3% | 4% | i | 42 | 1.1 | 0.0% | 7% | -0.7% | 9%
Cc1cc(NC(=O)CSc2nc3ccccc3s2)no1 | -2% | 0.1% | 1% | i | 21 | 1 | 1.1% | 9% | 2.2% | 8%
c1ccc(CC2CCCNC2)cc1 (stereo not drawn) | -1% | -0.2% | -3% | i | 33 | 1.1 | 0.1% | -5% | 1.4% | -5%
CCOc1ccccc1NC(=O)COC(=O)CC(C)(C)CC1=NS(=O)(=O)c2ccccc2N1 | / | 1.6% | / | i | 10 | / | -0.2% | / | 3.7% | /
O=C(O)CCn1c(Cc2ccccc2)nc2ccccc21 | / | 0.5% | / | i | 18 | / | 0.1% | / | 0.6% | /
c1ccc(-c2cnnc(N3CCOCC3)n2)cc1 | 15% | 0.6% | 4% | i | 55 | 1 | 0.1% | 9% | 2.4% | 10%
Cc1ccc(C(=O)Nc2cccc(-c3nc4ncccc4o3)c2)cc1 | -7% | 0.2% | 5% | i | 28 | / | -0.5% | / | ? | /
CSc1ccc(Cn2nnc(C(=O)NCCc3ccc(Cl)cc3)c2N)cc1 | 16% | -0.1% | 7% | i | 24 | / | 0.0% | / | 1.3% | /
CCOP(=O)(c1ccccc1)c1nc(-c2ccc(F)cc2)oc1N1CCCCC1 (stereo not drawn) | -3% | -0.2% | 13% | i | 20 | 1.1 | -0.6% | 9% | 16% | 7%
COc1ccc(CC(=O)O/N=C(\N)Cc2cccc3ccccc23)cc1 | 0% | 0.0% | 2% | i | 28 | 1.2 | -0.6% | 27% | 1.9% | 30%
Cc1ccc(C(=O)N2CCN(c3ncnc4c(-c5ccccc5)nsc34)CC2)cc1 | 7% | / | -2% | i | 29 | 1 | 0.1% | 8% | 4.9% | 14%

Random excerpt: 2 compounds from above.
SMILES | M17LAP inhibition | UTI89 phage lysis | M1AAP inhibition | T cell modulator | T cell modulator vesicle-bound % | TNAP activators | West Nile virus CPE | PMI inhibition | RSV antiviral HEp-2 | PMI inhibitors
Cc1ccc(C(=O)N2CCN(c3ncnc4c(-c5ccccc5)nsc34)CC2)cc1 | 7% | / | -2% | i | 29 | 1 | 0.1% | 8% | 4.9% | 14%
Cc1cc(C)c2c(N)c(C(=O)NN3CC(=O)N(c4ccccc4)CC3=O)sc2n1 | -15% | -0.2% | 6% | i | 22 | / | -0.1% | / | / | /

Following part
SMILES | M17LAP inhibition | UTI89 phage lysis | M1AAP inhibition | T cell modulator | T cell modulator vesicle-bound % | TNAP activators | West Nile virus CPE | PMI inhibition | RSV antiviral HEp-2 | PMI inhibitors
COCCCNC(=O)CC1C(=O)N(Cc2ccccc2)C(C)c2nc3ccccc3n21 (stereo not drawn) | 5% | 1.4% | -5% | i | 55 | 1 | -0.6% | 2% | 1.4% | 3%
Cc1cc2c(cc1C)NC1=C(N2)OC(c2cccc(O)c2)C1=O (stereo not drawn) | 4% | 0.3% | 7% | i | 45 | / | -0.9% | / | 1.0% | /
CCOC(=O)c1ccc(-n2c(CCC(=O)O)ccc2-c2ccc(F)cc2)cc1 | / | 0.1% | / | i | 56 | / | 0.3% | / | 2.7% | /
Cc1[nH]c2ccccc2c1C(=O)COC(=O)C(C)C | 6% | -0.8% | 1% | i | 37 | 1 | 0.8% | -1% | / | -1%
COc1cccc(S(=O)(=O)Nc2cccc(C(=O)N3CCCC3)c2)c1 | / | -0.1% | / | i | 4 | / | -0.9% | / | 0.6% | /
COc1ccnc(Oc2ccc(C)cc2)c1C#N | 4% | 4.0% | -3% | i | 16 | 1.1 | 0.5% | 12% | -1.1% | 3%
COc1cc(C(=O)Nc2ccc(-c3nc4cc(C)ccc4o3)c(O)c2)cc(OC)c1OC | 5% | i | 10% | i | 49 | 1.2 | 1.6% | -4% | 20% | 6%
COc1cc2cc(CN(CCCN3CCOCC3)C(=O)Nc3ccc(F)cc3)c(=O)[nH]c2cc1OC | -20% | -1.8% | 10% | i | 44 | 1.1 | 0.2% | -8% | 0.3% | 3%

Rows are unselected (roughly 1.5% active in at least one column).
